Screening results deposited in PubChem by Sanford-Burnham Center for Chemical Genomics.
ER stress surv: ER stress cell death inhibition; CSM14.1 thapsigargin ER stress survival, ATP luminescence; relative survival (cellular ATP), % at 15 µg/mL (by protocol); actives 0.33% (n = 48,000); AID 1010;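 active means survival measured by cellular ATP above 50% at 15 µg/ml in the first screen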;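 further: cell death triggered by about 15 µM thapsigargin; ATP read 24 h after thapsigargin was added; plate controls were thapsigargin with DMSO for no effect and DMSO without thapsigargin for full effect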
Active calls of the source: *.

SMILES | ER stress surv
O=C1/C(=C/c2ccc(-c3ccc(Cl)cc3Cl)o2)SC(=S)N1CC1CCCO1 (stereo unspecified) | 7
CCOc1cc(/C=C2/C(=O)NC(=O)N(c3ccc(OC)cc3)C2=O)ccc1OCCOc1ccc([N+](=O)[O-])cc1 | 2
Cc1ccc(CN2C(=O)C(C)(C)Nc3ccccc32)c(C)c1 | -2
N#C/C(=C\c1ccc(Sc2ccccc2)o1)c1ccccc1 | 0
O=C(COc1ccc(Cl)cc1Br)NNC(=O)C(=O)N1CCCCC1 | 9
CCn1c2ccccc2c2cc(CN3CCN(C(=O)c4ccc(OC)c(OC)c4)CC3)ccc21 | 122*
CCCCOc1ccccc1C1Nc2ccccc2NC2=C1C(=O)CC(c1ccc(OC)c(OC)c1)C2 (stereo unspecified) | 76*
COc1ccc(CN2CCN(C(=O)c3cccc(OC)c3OC)CC2)c(OC)c1 | 0
O=C(O)C1C2CCC(C2)C1C(=O)Nc1nc2ccc(F)cc2s1 (stereo unspecified) | -2
Cc1sc(NC(=O)c2ccc(F)cc2)c(C(N)=O)c1C | 14
CCN(CC)c1ccc(N=Cc2ccccc2[N+](=O)[O-])cc1 | -2
COc1cccc(C(=O)Nc2ccc(S(=O)(=O)Nc3onc(C)c3C)cc2)c1 | 2
COc1cccc(-c2cc(C(=O)Nc3ncccn3)c3ccccc3n2)c1 | 4
Cc1c(NC(=O)CCCN2C(=O)/C(=C/c3ccccc3)SC2=S)c(=O)n(-c2ccccc2)n1C | 11
Cc1ccc(C(=O)Nc2ccccc2C(=O)N2CCC(C)CC2)cc1 | -3
CCOC(=O)c1c(NC(=O)Cc2ccc(OC)cc2)sc2c1CCN(C(=O)OCC)C2 | 0
O=C(C1=C(O)C(=O)N(c2ncc(S(=O)(=O)c3ccc([N+](=O)[O-])cc3)s2)C1c1ccc(F)cc1)c1ccco1 (stereo unspecified) | -1
CC(=O)c1ccc(N2C(=O)C3C4C=CC(CC4)C3C2=O)cc1 (stereo unspecified) | -1
CCOC(=O)C1=CN(c2ccc(OCC)cc2)C=C(C(=O)OCC)C1c1ccccc1F | 16
COc1cc(C(=O)Nc2ccc(Br)cn2)cc(OC)c1OC | 2
COc1ccc(CNc2ccc(C)c(C)c2)c(OC)c1 | -9
COc1ccc(CC(=O)Nc2ccc(S(=O)(=O)Nc3nc(C)cc(C)n3)cc2)cc1 | 2
COc1cccc(OCCNC(=O)Nc2cc(F)c(F)cc2Cl)c1 | 12
COCCOC(=O)C1=C(C)NC2=C(C(=O)CCC2)C1c1ccc(Cl)c([N+](=O)[O-])c1 (stereo unspecified) | 3
CCCC(=O)Nc1ccc(NC(=O)c2ccc([N+](=O)[O-])o2)cc1 | -4
COc1ccc(C(CC(=O)C(C)C)C2C(=O)c3ccccc3C2=O)cc1 (stereo unspecified) | 1
COc1ccc(CCN2C(=O)/C(=C/c3sccc3C)SC2=S)cc1OC | 6
Cn1ccc(=O)c2cc(Br)ccc21 | 6
O=C(Nc1ccc(NC(=O)c2cc3ccccc3o2)cc1)c1ccco1 | -6
O=S(=O)(NCc1ccc(Cl)cc1)c1ccccc1 | 3
CCN(CC)c1ccc(NC(=O)c2cccc(Cl)c2Cl)cc1 | 1
O=C(/C=C/c1ccc([N+](=O)[O-])cc1)NCCSc1ccccc1 | 7
O=C(c1cc(-c2cccs2)nc2ccccc12)N1CCN(c2ccccc2)CC1 | 5
Cc1ccc(C(O)(c2ccccc2)c2cnc(C(C)C)n2C)cc1 (stereo unspecified) | -6
O=[N+]([O-])c1ccccc1C=NN1CCN(Cc2ccccc2)CC1 | 6
CC(C)(O)C1=NOC(c2ccccc2)C1 (stereo unspecified) | -21
O=C(CCc1ccccc1)NCc1ccc(F)cc1 | 2
CC12C=CC(C)(O1)C1C(=O)N(c3ccc(F)cc3)C(=O)C12 (stereo unspecified) | -1
Cc1ccccc1OCC(=O)N/N=C\C=N\NC(=O)COc1ccccc1C | 8
CCOC(=O)C1=NN(C(=O)c2cccc([N+](=O)[O-])c2)C(O)(c2ccc(Cl)cc2)C1 (stereo unspecified) | 0
Cc1c(Cl)c([N+](=O)[O-])nn1CC(=O)NCCCn1ccnc1 | 7
COc1ccc(C2Nc3ccccc3NC3=C2C(=O)CC(c2ccccc2)C3)c(OC)c1 (stereo unspecified) | 7
COc1cccc2cc(C(=O)NNC(=O)c3ccc(Br)cc3)c(=O)oc12 | 3
COc1ccc(OC)c(S(=O)(=O)n2ccnc2C(C)C)c1 | -5
CC1=C(C(=O)OCCOc2ccccc2)C(c2cccc(Cl)c2)C2=C(CCCC2=O)N1 (stereo unspecified) | 4
O=C1N=c2ccccc2=C1c1sc(Nc2cccc(Cl)c2Cl)nc1O | 0
Cc1nc(=O)c(-c2ccccc2)c(C)n1-c1ccc(OCC(=O)O)cc1 | 10
Cn1cc(C(=O)N/N=C/c2ccccc2)ccc1=O | 2
CCCCOc1ccc(C(=O)NCC(C)c2ccccc2)cc1 (stereo unspecified) | 4
O=C(CSc1nc2ccccc2o1)NCC(=O)c1ccccc1 | 13
Continued:
SMILES | ER stress surv
Oc1[nH]c2ccc(F)cc2c1N=Nc1ccccn1 | 1
O=C(c1nn2c(c1Cl)NC(c1cccs1)CC2C(F)(F)F)N1CCN(C(c2ccccc2)c2ccccc2)CC1 (stereo unspecified) | 4
COc1ccc(C(=O)Nc2nnc(Cc3ccccc3)s2)cc1OC | 8
O=c1oc2cc(OCc3ccccc3F)ccc2c2c1CCCC2 | 14
CN(C)c1cccc(C(=O)Nc2ccc(Cl)cc2Cl)c1 | 7
Cc1cccc(NC(=O)C(=O)NCc2ccc3c(c2)OCO3)c1C | 0
NS(=O)(=O)c1cccc(NC(=O)c2ccc([N+](=O)[O-])cc2)c1 | -3
CCc1[nH]nc(C(=O)N/N=C/c2cccnc2)c1C | 9
Fc1ccccc1NCn1cnc2ccccc21 | 3
CSc1ccc(/C=C2/SC(=S)N(CC(=O)O)C2=O)cc1 | 3
COC(=O)C(CC(C(=O)OC)C(=O)OC)C(=O)OC | 1
CC(C)c1ccc(CNC(=O)CSc2nc3ccccc3[nH]2)cc1 | -2
CCOC(=O)C(=O)Nc1ccc(N(C)C)cc1 | -4
O=C(Nc1nc2ccc(Cl)cc2s1)C(c1ccccc1)c1ccccc1 | 8
CCN1C(=O)/C(=C\c2ccc(-c3ccccc3C(=O)OC)o2)SC1=S | 6
O=C(Nc1ccc(Cl)cc1)c1ccc(S(=O)(=O)c2ccccc2)cc1 | 4
CN(C)c1cccc(C(=O)NC2CCCCCC2)c1 | 3
O=C(Nc1cccnc1)c1cc(-c2cccs2)nc2ccccc12 | 8
COc1ccc2nc(NC(=O)c3ccc(S(=O)(=O)N(C)C)cc3)sc2c1 | 2
COc1ccccc1C1CC(=O)Nc2ccc3ccccc3c21 (stereo unspecified) | -3
COc1cc(C=O)ccc1Oc1ccc([N+](=O)[O-])cc1 | 26
CC(NC(=O)CCC(=O)NC(C)C1COc2ccccc2O1)C1COc2ccccc2O1 (stereo unspecified) | 8
O=[N+]([O-])c1ccccc1S(=O)(=O)Oc1ccc(/C=N/n2cnnc2)cc1 | 6
CCCOc1ccc(C2C(C#N)=C(C)NC3=C2C(=O)CC(C)(C)C3)cc1OC (stereo unspecified) | 10
COC(=O)/C(=C/c1ccccc1)C(C)=O | -2
COc1ccccc1N1CCN(C(=O)C2C3C=CC(C3)C2C(=O)O)CC1 (stereo unspecified) | 2
COc1ccc2oc(=O)c(C(=O)Nc3ccccc3C(=O)O)cc2c1 | -4
CCOc1ccc(N(CC(=O)N2CCOCC2)S(=O)(=O)c2ccc(Cl)cc2)cc1 | 4
CSCCC(NC(=O)/C(=C\c1ccco1)NC(=O)c1ccco1)C(=O)O (stereo unspecified) | 4
O=C(Nc1cccc2ccccc12)c1ccc(CN2CCc3ccccc3C2)cc1 | 7
CN1CCN(C(=O)c2cc3nc(-c4ccc([N+](=O)[O-])cc4)cc(C(F)(F)F)n3n2)CC1 | 2
CN(C)c1ccc(-c2c(C#N)c(N)[nH]c(=S)c2C#N)cc1 | 0
COc1cc([N+](=O)[O-])ccc1NC(=O)c1ccc(C)c(C)c1 | 2
Cc1cc(=O)n2[nH]c(-c3cccc(Cl)c3)cc2n1 | -5
Cc1ccccc1OCCNc1cc(N2CCOCC2)ccc1[N+](=O)[O-] | 10
Cc1ccc(C2(c3ccc(C)cc3)CC2C(=O)Nc2cccnc2)cc1 (stereo unspecified) | 78*
O=S(=O)(Cc1ccccc1)c1nc2ccccc2n1Cc1ccc(Cl)c(Cl)c1 | 22
COc1cc(CN2CCN(S(=O)(=O)c3ccc(C)cc3)CC2)cc(OC)c1O | -5
CCOc1ccc(N(CC(=O)NCCCN(C)C)S(C)(=O)=O)cc1 | 8
Cc1cc(C)cc(CSCC(=O)Nc2ccc(C(C)C)cc2)c1 | 9
O=C(/C=C/c1ccc(-c2ccc(Br)cc2)o1)c1ccc([N+](=O)[O-])cc1 | 3
O=C(Nc1sc2c(c1C(=O)N1CCCCC1)CCCC2)c1ccccc1F | 20
CCN1C(=O)/C(=C\c2cccc(C(F)(F)F)c2)SC1=S | 11
CCn1cc(C(=O)NN)c(=O)c2cc([N+](=O)[O-])ccc21 | -3
COc1ccc(C2Nc3ccccc3-c3nnc(SC)nc3O2)c(OC)c1 (stereo unspecified) | 7
CC1CCN(CCC(=O)N/N=C/c2c[nH]c3ccccc23)CC1 | 0
Cc1ccc(N2C(=O)CC(Nc3ccc(N4CCOCC4)cc3)C2=O)cc1 (stereo unspecified) | -4
Cc1cccc(C)c1NC(=O)c1ccc2c(c1)OCCO2 | 4
Cc1ccc(C(C)C)c(OCC(=O)N/N=C/c2cc(I)cc(I)c2O)c1 | -5
Cc1c(Cc2ccccc2)c(=O)oc2cc(OCC(=O)N(C)C)ccc12 | 10

Pulled one by one from the entries so far (3):
SMILES | ER stress surv
CC1CCN(CCC(=O)N/N=C/c2c[nH]c3ccccc23)CC1 | 0
CCN1C(=O)/C(=C\c2cccc(C(F)(F)F)c2)SC1=S | 11
Cc1ccc(C(C)C)c(OCC(=O)N/N=C/c2cc(I)cc(I)c2O)c1 | -5

(list continues)
SMILES | ER stress surv
Cc1cc(OCC(O)CN2CCN(CCO)CC2)cc(C)c1Cl (stereo unspecified) | -5
CC(C)CC1CCCCC1OC(=O)CN1CCCCC1 (stereo unspecified) | -1
COC(=O)c1ccc(N2C(=O)c3ccc(OC)c(OC)c3C2=O)cc1 | 2
C/C(=N/NC(=O)CN(c1cccc(Cl)c1)S(=O)(=O)c1ccccc1)c1ccccc1O | -2
CCC(=O)N1c2ccccc2NC2=C(C(=O)CC(c3ccco3)C2)C1c1ccc(N(CC)CC)cc1 (stereo unspecified) | -4
CCOc1cc(C2C(C(=O)OCCOC)=C(C)NC3=C2C(=O)CC(C)(C)C3)ccc1OC(C)=O (stereo unspecified) | 3
CC(C)(C)OC(=O)NNC(=O)c1ccc(Cl)cc1 | 0
CC(C)Oc1ncnc2sc3c(c12)CCCC3 | 0
Cc1ccc(C(=O)NC(=S)Nc2ccc(N3CCCCC3)cc2)cc1 | 7
Oc1c(Br)cc(Br)cc1/C=N/c1ncn[nH]1 | 1

By substructure, those above containing a furan ring, fused or not
SMILES | ER stress surv
O=C1/C(=C/c2ccc(-c3ccc(Cl)cc3Cl)o2)SC(=S)N1CC1CCCO1 (stereo unspecified) | 7
N#C/C(=C\c1ccc(Sc2ccccc2)o1)c1ccccc1 | 0
O=C(C1=C(O)C(=O)N(c2ncc(S(=O)(=O)c3ccc([N+](=O)[O-])cc3)s2)C1c1ccc(F)cc1)c1ccco1 (stereo unspecified) | -1
CCCC(=O)Nc1ccc(NC(=O)c2ccc([N+](=O)[O-])o2)cc1 | -4
O=C(Nc1ccc(NC(=O)c2cc3ccccc3o2)cc1)c1ccco1 | -6
CCN1C(=O)/C(=C\c2ccc(-c3ccccc3C(=O)OC)o2)SC1=S | 6
CSCCC(NC(=O)/C(=C\c1ccco1)NC(=O)c1ccco1)C(=O)O (stereo unspecified) | 4
O=C(/C=C/c1ccc(-c2ccc(Br)cc2)o1)c1ccc([N+](=O)[O-])cc1 | 3
CCC(=O)N1c2ccccc2NC2=C(C(=O)CC(c3ccco3)C2)C1c1ccc(N(CC)CC)cc1 (stereo unspecified) | -4

Next records:
SMILES | ER stress surv
CC(C)(C)c1ccc(OCC(=O)N2CCC(C(N)=O)CC2)cc1 | -5
N/C(=N\N=C\c1cccc(O)c1)c1nonc1N | 1
CC(=O)/C(C=Nc1cc(C(F)(F)F)ccc1Cl)=C(\C)O | 1
O=C(Nc1cc([N+](=O)[O-])ccc1O)c1cccc2ccccc12 | 8
CCOc1ccc(C(=O)NCc2cccnc2)cc1Br | -2
CCOC(=O)c1c(NC(=O)c2ccc(Cl)cc2)sc2c1CC(C)(C)OC2 | -3
CC(NC(=O)CSc1nc2ccc(N)cc2s1)c1ccccc1 (stereo unspecified) | 5
Fc1cccc(Cl)c1Cc1noc(-c2ccc(Br)cc2)n1 | 2
O=C(c1ccncc1)N1CCN(S(=O)(=O)c2ccc(Cl)cc2)CC1 | 2
NS(=O)(=O)c1ccc2c(c1)Cc1cc(S(N)(=O)=O)ccc1-2 | -3
Cc1cccc(N2CCN(C(=O)c3cccc(Br)c3)CC2)c1C | 7
CC1=C(C(=O)OC(C)C)C(c2ccc3c(c2)OCO3)C(C(=O)OC(C)C)=C(C)N1 | 10
Cc1ccc(C(=O)NC2CC(C)(C)NC(C)(C)C2)cc1[N+](=O)[O-] | -7
NC(=O)c1nn2c(C(F)(F)F)cc(-c3ccco3)nc2c1Cl | 7
O=C(Nc1ccc(S(=O)(=O)Nc2ncccn2)cc1)c1ccc([N+](=O)[O-])cc1 | 13
O=C(COc1ccccc1)NNc1c2ccccc2nc2ccccc12 | 2
Cc1ccccc1OCCc1c(C)n[nH]c1C | -3
O=C1N=C(N2CCCCCC2)S/C1=C\c1cccc(O)c1 | 8
CC1CCCN(CN2C(=O)C(=O)c3cc(Br)ccc32)C1 (stereo unspecified) | 5
COc1ccc(CNC(=O)c2cc(Cl)ccc2OC)cc1 | 2

The list is partial; rates above refer to the full screens.
